CRFR2-BP antag – antagonists of CRF-BP/CRF-R2 complex, primary screen, cell-based, HEK293, calcium dye fluorescence, uHTS; CRF-induced calcium fluorescence; hit rate 0.59% among 350,000; inhibition, % at 11.8 µM;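 active means inhibition of the ligand-induced calcium signal above about 50% at the single tested concentration, limit read from the data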
CHRM4 agonist – human M4 muscarinic receptor agonists, primary screen, CHO-K1 cells, Fluo-8 calcium fluorescence; CHO-K1 hM4/Gqi5; vehicle 0%, full acetylcholine response 100%; activation, % at 3 µM; hit rate 0.14% among 360,000; AID 624127, 2012;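 active means activation above the run mean over all test wells plus 3 SD, cut at about 32% in these data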;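 further: peak over basal fluorescence ratio per well then scaled between controls; 0% = DMSO wells and 100% = acetylcholine at EC100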
Target sequence (P08173 whole entry, looked up): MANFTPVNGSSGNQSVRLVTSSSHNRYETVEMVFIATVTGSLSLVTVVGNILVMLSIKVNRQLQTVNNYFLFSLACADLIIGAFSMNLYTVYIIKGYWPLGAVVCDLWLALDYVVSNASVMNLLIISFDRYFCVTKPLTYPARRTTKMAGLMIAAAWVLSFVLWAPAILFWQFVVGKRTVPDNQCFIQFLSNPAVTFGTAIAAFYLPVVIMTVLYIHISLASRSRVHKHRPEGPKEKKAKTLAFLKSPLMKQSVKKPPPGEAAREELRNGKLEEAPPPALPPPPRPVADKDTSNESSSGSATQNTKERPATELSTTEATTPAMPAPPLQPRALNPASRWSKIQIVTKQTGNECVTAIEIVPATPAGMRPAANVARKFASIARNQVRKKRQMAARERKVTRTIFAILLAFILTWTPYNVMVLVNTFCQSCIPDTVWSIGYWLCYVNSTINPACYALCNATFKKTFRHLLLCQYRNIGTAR
CRFBP-R2 agonist – agonists of CRF-BP/CRF-R2 complex, primary screen, cell-based, HEK293, calcium dye fluorescence, uHTS | CRF-binding protein / CRF receptor 2 complex (human) | calcium dye fluorescence (FLIPR); percent of saturating CRF peptide response | activation, % at 13.2 µM | hit rate 0.46% among 350,000 | AID 588473, 2011;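 active means activation of at least 50%, plus an integration ratio under a set limit after plate pattern correction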;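 further: plate controls were neutral control wells without compound for no effect and CRF at EC100 for full effect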
IDE cell inh – human IDE inhibitors in live cells, primary screen, fluorescence polarization, HEK cells, FAbetaB substrate | Insulin-degrading enzyme (Homo sapiens), P14735 | inhibition, % at 5.59 µM | hit rate 0.41% among 320,000 | FAbetaB cleavage;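 active means percent inhibition above the average of all tested compounds plus 3 SD, set per screening campaign, cut at about 16% in these data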;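 further: IDE supplied by intact live HEK cells; FP after avidin binding of uncleaved biotin substrate so inhibition keeps polarization high; 0% = DMSO wells and 100% = 60 µM reference IDE inhibitor Ii1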
M5 PAM – human M5 muscarinic receptor positive allosteric modulators, primary screen, CHO-K1 cells, Fluo-8 calcium fluorescence; CHO-K1 hM5, ACh EC20 PAM; 0% = ACh EC20, 100% = ACh EC100; Muscarinic acetylcholine receptor M5 (Homo sapiens), P08912; activation, % at 3 µM; hit rate 0.3% among 360,000;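 active means activation above the run cutoff, the mean activation of all test compounds plus 3 SD, cut at about 18% in these data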
Target sequence (P08912 whole entry, looked up): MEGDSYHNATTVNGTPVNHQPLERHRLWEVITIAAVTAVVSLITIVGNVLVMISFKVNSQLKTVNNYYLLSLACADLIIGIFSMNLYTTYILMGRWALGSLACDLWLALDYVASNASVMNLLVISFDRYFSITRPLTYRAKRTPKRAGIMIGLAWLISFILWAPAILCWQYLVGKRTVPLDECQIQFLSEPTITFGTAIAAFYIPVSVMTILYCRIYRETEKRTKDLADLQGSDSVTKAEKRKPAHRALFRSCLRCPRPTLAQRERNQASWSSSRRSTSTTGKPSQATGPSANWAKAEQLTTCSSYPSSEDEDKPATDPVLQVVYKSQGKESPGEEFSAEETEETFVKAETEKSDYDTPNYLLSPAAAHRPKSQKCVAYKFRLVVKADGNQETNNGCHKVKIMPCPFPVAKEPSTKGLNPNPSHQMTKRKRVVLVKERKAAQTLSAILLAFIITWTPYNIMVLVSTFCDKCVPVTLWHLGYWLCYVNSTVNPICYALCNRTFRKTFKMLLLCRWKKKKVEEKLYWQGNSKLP
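Probe or stimulus: acetylcholine, EC20 level; Assay system: human M5 receptor in CHO-K1 cells; Schedule: compound preincubation 140 s before EC20 acetylcholine addition; Technique: intracellular calcium via Fluo-8 fluorescence; Dosing: single-point, 3 µM nominal; Read-out basis: percent activation from peak-over-basal fluorescence ratio, scaled EC20-to-EC100 acetylcholine; Repeats: one well per compound, no replicates.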
CHRM4 PAM – human M4 muscarinic receptor positive allosteric modulators, primary screen, CHO-K1 cells, Fluo-8 calcium fluorescence; Muscarinic acetylcholine receptor M4 (Homo sapiens), P08173; CHO-K1 hM4/Gqi5, ACh EC20; 0% = ACh EC20, 100% = maximal ACh; activation, % at 3 µM; hit rate 0.4% among 360,000;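 active means activation above its plate's cutoff, the mean activation of sample wells plus 3 SD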; further: some results filed as inactive read as strong as hits
M4 antag – human M4 muscarinic receptor antagonists, primary screen, CHO cells, Fluo-8 calcium fluorescence; CHO-hM4 cells, ACh EC80; inhibition, % at 3 µM; hit rate 0.73% among 360,000; AID 624125, 2012;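 active means inhibition above its plate's cutoff, the mean inhibition of sample wells plus 3 SD, cut at about 27% in these data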;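 further: 0% = acetylcholine EC80 with DMSO and 100% = DMSO without agonist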
M5 ag – human M5 muscarinic receptor agonists, primary screen, CHO-K1 cells, Fluo-8 calcium fluorescence; hit rate 0.19% among 360,000; CHO-K1 hM5 cells; 0% DMSO wells, 100% maximal acetylcholine response; Muscarinic acetylcholine receptor M5 (Homo sapiens), P08912; activation, % at 3 µM;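 active means activation above the run's mean over test compounds plus 3 SD, cut at about 23% in these data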;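 further: signal is peak over basal fluorescence ratio across the kinetic read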
M5 antag – human M5 muscarinic receptor antagonists, primary screen, CHO cells, Fluo-8 calcium fluorescence; Muscarinic acetylcholine receptor M5 (Homo sapiens), P08912; CHO-hM5 cells, ACh EC80; inhibition, % at 3 µM; hit rate 0.59% among 360,000; AID 624040, 2012;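 active means inhibition above a per-plate cutoff, the mean of that plate's test compounds plus 3 SD, cut at about 27% in these data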;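 further: 0% = acetylcholine EC80 with DMSO and 100% = DMSO without agonist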
Starred values were filed as active, the others as inactive; · = no result given.

CRFR2-BP antag	CHRM4 agonist	CRFBP-R2 agonist	IDE cell inh	M5 PAM	CHRM4 PAM	M4 antag	M5 ag	M5 antag	compound
-23	1	-3.9	4	3	-12	-3	-1	14	O=C(NCc1cccnc1)C(=O)Nc1nc(C23CC4CC(CC(C4)C2)C3)cs1
-75	1	6.6	-1	5	-8	11	-7	6	Cc1cc(C)c2[nH]c(=O)c(CN(Cc3ccccc3)C(=S)NCCCN(C)C)cc2c1
17	1	-1.5	-14	4	16	12	3	-7	Cc1nc(=O)c(-c2ccccc2)c(C)n1-c1ccc(O)cc1
-3	1	1.1	0	0	1	-3	-2	-3	CN(C)C(=O)c1cnc(Sc2ncc(C(F)(F)F)cc2Cl)n1C
11	0	-0.4	-4	0	-1	-6	4	-5	CCN1CCN(S(=O)(=O)c2ccc(OC)cc2)CC1
5	1	-0.5	-3	-3	-6	11	-1	13	CCOc1ccc(NC(=O)Cn2cc(C(=O)CC)c3ccccc32)cc1
-2	1	-0.3	-3	15	13	-21	-3	-12	COc1ccc(-n2cnnc2SCC(=O)NC2CCCCC2)cc1
13	1	-0.2	-3	3	8	-7	1	0	COc1ccc(C(=O)OCC(=O)NC2CC2)cc1S(=O)(=O)N(C)Cc1ccccc1
-8	0	-0.2	·	-2	9	2	1	10	O=C(/C=C/c1ccc(S(=O)(=O)N2CCOCC2)cc1)N1CCCCC1
-29	20	-2.6	-2	-18	-5	4	-2	14	COc1ccc(/C=N/NS(=O)(=O)c2ccc(F)cc2)cc1COc1cc(F)ccc1[N+](=O)[O-]
14	1	-0.6	-6	-2	9	2	0	-7	Cc1cc(C)c(NC(=O)CN2C(=O)NC3(CCCCC3)C2=O)c(C)c1
55*	0	-1.6	0	-1	8	-13	-3	-2	COc1cc(NC(=O)CSc2nc3ccccc3n2-c2ccccc2)c(C)cc1[N+](=O)[O-]

Continued:
CRFR2-BP antag	CHRM4 agonist	CRFBP-R2 agonist	IDE cell inh	M5 PAM	CHRM4 PAM	M4 antag	M5 ag	M5 antag	compound
14	0	0.0	·	-1	1	2	0	2	COc1cc(OC)cc(C(=O)OCC(=O)Nc2nnc(-c3ccccc3)o2)c1
-14	-1	2.4	-1	-11	-1	10	-6	19	O=C(c1ccccc1F)N1CCCc2ccccc21
4	0	-0.2	-4	-1	0	-2	-4	2	CC(C)Cc1nnc(NC(=O)CSc2nc(O)c(Cc3ccccc3)c(=O)[nH]2)s1
6	1	0.7	-2	5	13	1	-4	3	C=CCOc1ccc(C2/C(=C(\O)c3ccc(F)cc3)C(=O)C(=O)N2CCCN(C)C)cc1 (stereo unspecified)
18	0	-1.9	0	1	2	-4	1	2	COc1ccc(NC(=O)CN2CC(c3ccccc3)CC2=O)cc1OC (stereo unspecified)
-5	0	-3.7	5	-6	3	-11	-1	6	Cc1ccc(NC(=O)CSc2nnc(Cn3c(=O)sc4ccccc43)n2C)cc1
13	9	1.3	·	7	5	7	8	2	O=C(COC(=O)C1=Cc2ccccc2OC1)NCc1ccc(F)cc1
·	0	·	·	-1	-2	-19	0	-5	CN1CCN(C(=O)c2cc3c(c(-c4cccc(Br)c4)n2)[C@H](CCO)N(S(=O)C(C)(C)C)C3)CC1 (stereo partly specified)
11	0	0.5	3	1	-2	8	1	3	Cc1cccc(NC(=O)CCSc2nncn2C)c1
1	2	0.1	2	-3	2	-13	-2	7	O=S(=O)(Nc1ccccc1Cl)c1ccc(NS(=O)(=O)c2cccs2)cc1
10	0	1.0	1	-1	-2	-17	-4	13	CC(C)CC(NC(=O)C(NC(=O)C1CCC(=O)N1C(=O)OCc1ccccc1)C(C)C)C(=O)N1CCCC1C(N)=O (stereo unspecified)
5	2	-2.9	8	-4	7	-3	3	4	CCN1C(=O)[C@@H]2[C@H](C1=O)[C@@H]1C(=O)Nc3ccccc3C(=O)N1[C@@H]2c1cccc(C)c1

(cont.)
CRFR2-BP antag	CHRM4 agonist	CRFBP-R2 agonist	IDE cell inh	M5 PAM	CHRM4 PAM	M4 antag	M5 ag	M5 antag	compound
-14	4	-1.9	·	-1	-4	6	0	6	Cc1ccc(NC(=O)c2ccc3c(c2)CCN3S(C)(=O)=O)cc1
-8	1	9.1	5	-7	4	-2	1	0	COc1ccc(/C=C2\SC(=S)N(Cc3cccnc3)C2=O)cc1C
-13	1	3.6	-2	0	6	-10	-1	5	O=S(=O)(Cc1ccc(Cl)cc1)c1ccccc1-c1nnc(-c2ccccc2)o1
2	0	-0.5	·	4	-1	5	1	3	C[C@H](O)[C@@H]1C(=O)N2CCc3ccc(N4CCN(C)CC4)cc3[C@@H]2C[C@@H]1N(C)C(=O)c1ccco1
13	2	4.4	-7	-1	-9	4	-3	6	CN(C)S(=O)(=O)N1CCC(c2ccc(F)cc2)C(COc2ccc3c(c2)OCO3)C1 (stereo unspecified)
3	1	-1.2	-4	1	7	-15	-7	-8	Cc1ccc2oc(Nc3nc(C)cc(C)n3)nc2c1
-5	5	-0.2	1	-8	6	-9	1	2	Cc1c(C(=O)N2CCN(c3ccccc3F)CC2)sc2ncn(CC(=O)N3CCOCC3)c(=O)c12
-2	0	3.1	2	1	14	-2	0	9	COc1ccc(/C=C/C(=O)c2ccc(OC)cc2O)cc1
-15	1	-0.5	4	-1	-3	3	-1	-3	Cc1ccc(/C=C(\C#N)C(=O)NCCN2CCOCC2)cc1
-6	1	1.3	-3	-7	-1	9	1	10	O=C(c1ccc(F)cc1)c1ccc(OCC(=O)N2CCOCC2)cc1
1	1	-1.4	1	-5	-2	4	-3	7	Oc1ccc2c(c1)C1CCCC1(N1CCOCC1)O2 (stereo unspecified)
-16	-1	0.5	-1	2	-10	-6	3	5	CCOc1cc(C(=O)NC)cc(Br)c1OC

The list continues.
CRFR2-BP antag	CHRM4 agonist	CRFBP-R2 agonist	IDE cell inh	M5 PAM	CHRM4 PAM	M4 antag	M5 ag	M5 antag	compound
11	0	-2.4	0	1	-4	6	2	4	O=C(CN(CCc1ccccc1)C(=O)c1csnn1)NC1CCCC1
-4	4	1.4	-2	-6	-1	5	4	-4	O=C(Cc1cccs1)Nc1cc(SCCO)cc([N+](=O)[O-])c1
2	0	0.5	8	3	2	3	0	9	CC(C)CCNC(=O)CSc1nc2ccccc2s1
21	1	-0.8	·	-8	-2	-11	0	1	CCCCCCn1cnc2c(c1=O)c1nc3ccccc3nc1n2/N=C/c1ccco1
21	2	-8.9	·	-4	-9	8	-9	0	COc1ccc(OC)c(C(=O)c2ccc([N+](=O)[O-])cc2)c1
-14	3	3.4	1	-4	-3	-1	1	2	CN(c1ccc(OCC(=O)Nc2nc3ccccc3s2)cc1)S(=O)(=O)c1ccccc1
15	1	-0.1	-2	0	2	-3	-5	9	S=C(NCc1ccco1)Nc1ccccn1
19	4	-1.1	-3	-15	-5	-5	0	2	CCn1c(=O)cc(OCC(=O)Nc2cccc(C)n2)c2ccccc21
-11	0	0.0	4	-3	13	-4	-1	-1	CCC(C)NC(=O)c1ccccc1NS(=O)(=O)c1ccc(OC)c(OC)c1 (stereo unspecified)
·	1	·	·	0	5	-9	0	-3	CCCCN(C)C(=O)c1sc(=O)n(Cc2c(C)noc2C)c1C
-6	1	0.7	4	-4	-7	-6	-24	-4	CC1CCN(C(=O)CN(Cc2ccccc2)S(C)(=O)=O)CC1
-5	1	1.3	3	4	0	-8	0	-7	COc1ccc(N2CCN(C(c3ccco3)c3sc4nc(C)nn4c3O)CC2)cc1 (stereo unspecified)

Going on with the list.
CRFR2-BP antag	CHRM4 agonist	CRFBP-R2 agonist	IDE cell inh	M5 PAM	CHRM4 PAM	M4 antag	M5 ag	M5 antag	compound
-21	5	0.6	-3	3	-9	9	2	-2	CC(CCc1ccccc1)NCc1cccc2ccccc12 (stereo unspecified)
-11	1	-2.8	-5	-8	6	-7	-1	7	CC(=O)NS(=O)(=O)c1ccc(NC(=O)c2cc3c(=O)n4ccccc4nc3s2)cc1
-16	2	1.9	7	0	9	-14	1	1	CCn1c(=O)cc(SCC(=O)NCc2ccc(C)o2)c2ccccc21
3	1	-1.2	3	-1	-4	4	-1	-1	O=C(Cn1nnc2ccccc21)OCC(=O)c1ccc(Cl)c(Cl)c1
-13	0	0.4	-6	0	6	-7	-3	-1	COc1cccc(NC(=S)N2CCN(c3ccccn3)CC2)c1
9	6	0.4	-6	-28	-3	-3	-8	4	COc1ccccc1N1CCN(CCCCOc2ccc(F)cc2)CC1
-97	2	39	-1	3	3	0	4	-7	CCn1c(=O)cc(OCC(=O)Nc2ccc(OC)c(OC)c2)c2ccccc21
-1	0	-3.4	8	3	-4	8	-4	9	COc1ccc(S(=O)(=O)NC2CC2)cc1C(=O)N1CCOCC1
-36	-2	-1.8	0	9	5	-1	-3	-2	O=C(NC(=S)NC1CCCCC1)c1ccccc1
7	1	-0.3	1	9	5	-6	-1	-9	CCn1c(SCC(=O)Nc2oc(-c3ccccc3)c(-c3ccccc3)c2C#N)nnc1-c1ccncc1
-21	5	-0.7	-1	1	-6	-3	-3	-5	CCn1c(SCC(=O)N/N=C/C=C/c2ccco2)nc2ccccc21
-4	2	0.1	0	-2	1	-14	2	-13	COc1ccc(NC(=O)CN(c2ccc(OC)c(Cl)c2)S(=O)(=O)c2ccccc2)cc1
14	1	-0.2	-4	-3	1	-3	-1	11	Cc1cccc2sc(NS(=O)(=O)c3ccccc3)nc12
